Compound activity from PubChem.
POLB inh – inhibitors of human DNA polymerase beta. Potency, µM (doses to about 114 µM), for the others: at the highest dose activity change, negative = inhibition, hits mostly inhibitors. 340,000 tested, 1.3% active. P06746. Pol beta primer extension/strand displacement, fluorescence kinetic. AID 485314; note: potency is the fitted concentration of half-maximal effect; % is set by controls: 0 for no effect and ±100 for the full control effect
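Enzyme-only controls used 10 nM Pol beta; buffer lacking enzyme served as negative control. Compound preincubated 15 min, then 50 nM substrate added; 0 and 10 min reads at room temperature.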
POLI inh – DNA polymerase iota (human) inhibition; 390,000 tested, 1% active; AID 588590; Potency, µM (titrated, usually from 115 µM), without a hit: top-dose activity, negative = inhibition, actives largely listed as inhibitors; Pol iota fluorescent replication assay, 10 min; Q9UNA4; note: potency is the fitted concentration of half-maximal effect
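Pol iota at 10 nM preincubated 15 min with compounds at room temperature; reaction started with fluorescent substrate, 50 nM final. Fluorescence read kinetically at 0 and 10 min; buffer-only wells as negative control.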
BLM inh – inhibitors of human Bloom syndrome helicase BLM; recombinant BLM DNA unwinding, fluorescence dequenching; 350,000 tested, 0.2% active; Potency, µM (series often up to 56.1 µM), without a hit: at the highest dose activity change, negative = inhibition, most hits filed as inhibitors;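 note: potency is the fitted concentration of half-maximal effect; plate controls were vehicle for no effect and no enzyme for full effect; nearly all actives have a fitted effect of over 35% in size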
RXFP1 antag – blocks the human relaxin receptor RXFP1; HEK293-RXFP1, relaxin-stimulated cAMP HTRF, 30 min; stronger effect = lower value; activity change, negative = inhibition, % at 57.5 µM; 350,000 tested, 0.59% active; Q9HBX9;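 active = activity change of -60% or lower, but not beyond a set lower limit; inconclusive = change between -60% and -40%, or beyond the set limit; inactive = change above -40%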; note: % is set by controls: 0 for no effect and ±100 for the full control effect
PGK inhibitor – blocks T. brucei phosphoglycerate kinase | P07378 | PGK/GAPDH coupled, Kinase-Glo luminescence, 60 min | Potency, µM (doses to about 57.5 µM), for the others: at the highest dose activity change, negative = inhibition, actives largely listed as inhibitors | 380,000 tested, 0.043% active; note: potency is the fitted concentration of half-maximal effect; % is set by controls: 0 for no effect and ±100 for the full control effect; nearly all actives have a fitted effect of over 60% in size
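Recombinant glycosomal PGK reaction used 1,3-bisphosphoglycerate generated in-well by GAPDH (100nM final) in 100mM TEA pH 7.6, 5mM MgCl2, 0.01% Tween-20. After 60 minutes at room temperature, ATP was read by Kinase-Glo Plus luminescence end-point.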
APE1 inh – APE1 (human) endonuclease inhibition. P27695. recombinant APE1, TAMRA/BHQ-2 abasic DNA cleavage fluorescence. Potency, µM (doses to about 65.8 µM), for the others: at the highest dose activity change, negative = inhibition, usual class: inhibitors. 350,000 tested, 0.35% active. AID 2517;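 note: potency is the fitted concentration of half-maximal effect; plate controls were vehicle for no effect and reference inhibitor for full effect; nearly all actives have a fitted effect of over 55% in size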
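Activity was derived from the fluorescence gain between first and third kinetic reads (60 s intervals, ex 525/em 598 nm) after 50 nM THF-abasic TAMRA/BHQ-2 duplex was added to 0.75 nM APE1 preincubated 15 min with compound.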
Pol eta inh – DNA polymerase eta (human) inhibition | Q9Y253 | recombinant Pol eta, fluorescent DNA replication assay | Potency, µM (series often up to 114 µM), without a hit: at the highest dose activity change, negative = inhibition, most hits filed as inhibitors | 390,000 tested, 1.2% active | AID 588591; note: potency is the fitted concentration of half-maximal effect; % is set by controls: 0 for no effect and ±100 for the full control effect
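Fluorescent replication assay: 50 nM final substrate added after a 15 min room-temperature compound preincubation with 10 nM enzyme. Signal taken at 0 min and again at 10 min.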
POLK inh – DNA polymerase kappa (human) inhibition; purified Pol kappa, fluorescent DNA synthesis assay, 10 min; Potency, µM (doses to about 107 µM), inactives show top-dose activity, negative = inhibition, actives largely listed as inhibitors; 400,000 tested, 0.53% active; AID 588579; note: potency is the fitted concentration of half-maximal effect; % is set by controls: 0 for no effect and ±100 for the full control effect
Target sequence (Q9UBT6 whole entry, looked up): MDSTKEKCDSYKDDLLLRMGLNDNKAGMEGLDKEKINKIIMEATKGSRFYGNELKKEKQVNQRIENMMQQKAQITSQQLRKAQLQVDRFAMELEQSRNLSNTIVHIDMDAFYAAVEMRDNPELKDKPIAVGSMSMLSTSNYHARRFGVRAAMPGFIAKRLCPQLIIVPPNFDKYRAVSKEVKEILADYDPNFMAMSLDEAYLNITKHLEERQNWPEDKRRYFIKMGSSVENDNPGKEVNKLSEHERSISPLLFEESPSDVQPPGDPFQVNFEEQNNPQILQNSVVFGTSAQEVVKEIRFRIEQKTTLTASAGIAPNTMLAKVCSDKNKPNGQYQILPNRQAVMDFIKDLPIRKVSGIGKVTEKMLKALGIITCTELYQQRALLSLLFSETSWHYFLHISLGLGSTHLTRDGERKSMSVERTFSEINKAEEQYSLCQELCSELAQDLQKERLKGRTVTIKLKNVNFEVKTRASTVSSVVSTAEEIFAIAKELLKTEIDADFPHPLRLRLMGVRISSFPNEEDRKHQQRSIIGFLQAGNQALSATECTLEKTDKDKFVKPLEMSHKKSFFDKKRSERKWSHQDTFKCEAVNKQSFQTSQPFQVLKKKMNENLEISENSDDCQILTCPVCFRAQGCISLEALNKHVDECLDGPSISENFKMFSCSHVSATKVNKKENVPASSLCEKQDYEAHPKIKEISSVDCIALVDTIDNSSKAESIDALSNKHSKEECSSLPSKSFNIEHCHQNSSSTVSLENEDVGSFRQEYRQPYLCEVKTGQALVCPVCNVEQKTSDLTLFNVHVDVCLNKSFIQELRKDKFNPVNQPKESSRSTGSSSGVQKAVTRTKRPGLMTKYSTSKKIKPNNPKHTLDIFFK
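Kinetic fluorescence screen: compound preincubated 15 min RT with 10 nM enzyme; 50 nM substrate (final) initiates; reads at 0/10 min.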
Apoferritin bind – binds horse apoferritin like a general anesthetic; P02791; apoferritin/1-aminoanthracene competitive binding, fluorescence; Potency, µM (top dose mostly 77.5 µM), for the others: top-dose activity change, negative = displacement, most hits filed as inhibitors; 350,000 tested, 0.074% active; AID 485281; note: potency is the fitted concentration of half-maximal effect; % is set by controls: 0 for no effect and ±100 for the full control effect; nearly all actives have a fitted effect of over 20% in size
Target sequence (P02791 2-175 limits assumed): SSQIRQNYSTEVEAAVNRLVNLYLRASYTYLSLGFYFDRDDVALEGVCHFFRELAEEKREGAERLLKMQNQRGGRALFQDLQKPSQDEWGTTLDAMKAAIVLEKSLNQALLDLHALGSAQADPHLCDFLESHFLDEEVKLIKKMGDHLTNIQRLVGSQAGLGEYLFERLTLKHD
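10 uM apoferritin + 50% sat. 1-AMA, PBS; cpd 10 min RT; Ex380/Em535 endpoint; normalized to free probe vs complex; 4-param Hill fit; propofol titration as pos. ctrl.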
Numbers without * were called inactive; i = inactive; ? = inconclusive; . = not tested or not shown; [ ] = dose if it differs, or a comment. Unless noted, calls come from the whole dose curve; as a rule, active = well fitted curve in the direction sought with a large enough effect; inconclusive = small, poorly fitted or top-dose-only effect, or another doubt; inactive = no such curve, though single readings can be large; an effect the other way counts as inactive or inconclusive. These rows are one share of the data (hit frequency here may not be typical).

entry | SMILES | RXFP1 antag | PGK inhibitor | POLB inh | POLK inh | Apoferritin bind | Pol eta inh | POLI inh | BLM inh | APE1 inh
1 | COc1ccc(C(=O)Cn2c(Br)nc3c2c(=O)n(C)c(=O)n3C)cc1 | 8.1 | i | 5.5% | -5.1% | -9.8% | 2.5% | -3.7%[58.9 µM] | -5.8% | 0.5%
2 | Cc1cccc[n+]1CC(=O)N1c2ccccc2Sc2ccccc21 | 1.4 | 3.7% | -15.0% | -14.6% | -10.8% | -5.3% | 4.4% | 1.9% | -1.6%
3 | Cc1cc(C(=O)CN2C(=O)C(=O)N(C3CCCC3)C2=O)c(C)n1CCc1ccccc1 | -7.9 | -2.1% | . | -10.5% | . | -19.2% | 31.3%[activator] | . | 5.9%
4 | O=C(O)c1ccc(CNC(=O)c2ccc(Br)o2)cc1 | 20.9 | -3.2% | -1.1% | -2.6% | -10.2% | -6.9% | ? | -0.8% | -3.9%
5 | CCN(CC)S(=O)(=O)c1ccc(N2CCCC2)c(NC(=O)CC(C)(C)C)c1 | -14.8 | i | -1.7% | -2.5% | -13.9% | -18.6% | 56.2%[activator] | 5.6% | -0.3%
6 | Cc1cc(F)ccc1S(=O)(=O)N1CCCOC1CNC(=O)C(=O)NCc1cccnc1 (stereo not given) | -4.2 | -6.5% | 24.7% | -3.9% | -3.5% | -5.1% | 9.9% | -1.6% | -8.0%
7 | COc1ccc(/C=N/N2CCN(C3c4ccccc4-c4ccccc43)CC2)cc1O | -19.3 | -1.9% | -10.8% | -7.1% | -12.6% | -8.1% | -4.3% | -14.6% | -8.7%
8 | COC(=O)C1CC1[C@H](NC(=O)c1cccnc1)c1ccccc1 (stereo not given in full) | . | . | . | 2.9% | -5.2% | . | -0.6% | 1.9% | 0.9%
9 | O=C(CCN1CCOCC1)c1ccccc1 | 2.1 | -4.3% | -6.1% | -11.9%[60.1 µM] | -1.9% | 0.2% | 56.8%[activator] | -1.3% | -4.4%
10 | CCC(C)NCCOCCOc1ccc(Br)cc1C (stereo not given) | -2.7 | -1.9% | 8.0% | -12.7% | -5.0% | -7.2% | 22.7% | -7.7% | -1.4%
11 | Cc1cc(=O)[nH]c(SCc2cc(Cl)ccc2OC(F)F)n1 | 2.4 | 1.2% | 16.5% | -13.6% | -21.5% | -2.4% | 2.0% | 1.5% | 0.0%
12 | Cn1c(N)c(C(=O)c2cc(-c3ccccn3)nc3ccccc23)c(=O)[nH]c1=O | -9.5 | i | 28.8% | -10.0% | -16.0% | -4.2% | -0.5% | -1.9% | -0.3%
13 | Cc1cccc(OCc2nnc(SCC(=O)N(c3ccccc3)C3CCS(=O)(=O)C3)o2)c1 (stereo not given) | 2.5 | 6.8% | . | -12.9% | . | -21.7% | 7.6% | . | 21.8%
14 | COc1ccc(C(C)=O)cc1CSc1ccc2c(c1)OCCO2 | -11.3 | -3.5% | -0.4% | -16.4% | -18.3% | -2.0% | 16.3% | -6.1% | 52.3%[activator]
15 | c1ccn2c(SCc3ccc4c(c3)OCO4)nnc2c1 | -1.3 | -5.2% | 12.9% | -1.3% | -10.8% | 0.0% | 18.2% | 1.8% | 3.6%
16 | Cn1c(=O)c2c(c3ccccc31)OC(=O)CC2c1ccc(C(F)(F)F)cc1 (stereo not given) | . | -5.2% | -2.7% | -13.4% | 1.0% | -8.9% | ? | -1.1% | .
17 | O=c1[nH]c(C2CCN(S(=O)(=O)Cc3ccccc3)CC2)nc2c1nnn2Cc1cccc(Cl)c1 | 12.5 | -0.1% | -5.8% | -3.2% | -3.0% | -13.7% | -13.1% | -2.6% | 31.7%
18 | Cc1ccc(/C=N/n2nnnc2N)cc1 | -0.4 | -4.7% | . | -0.5% | . | -5.5% | 24.0% | . | .
19 | COc1ccccc1OC(C)C(=O)N(Cc1ccco1)C1CCS(=O)(=O)C1 (stereo not given) | 8.0 | 8.9% | 1.4% | -7.0% | -10.6% | -9.8% | -3.1% | -2.6% | 25.9%
20 | O=S(=O)(NCC1CCCO1)c1ccc(Cl)cc1 (stereo not given) | -1.0 | -7.9% | 51.8% | -7.3% | -14.6% | -24.8% | 35.0%[activator] | -1.6% | 2.1%
21 | O=C(NCc1ccccc1)c1ccc2c(c1)C(=O)N(Cc1cccnc1)C2=O | 9.0 | -8.7% | 6.2% | -1.0% | -12.8% | -21.0% | 46.5%[activator] | 1.0% | -21.0%
22 | Cc1ccsc1C(=O)OCC(=O)NC1CC1 | -11.6 | -10.8% | . | -6.9% | . | -12.6% | 40.1%[activator] | . | 43.0%
23 | CC(Sc1nnnn1C)C(=O)Nc1ccc2c(c1)OCCO2 (stereo not given) | -3.2 | -1.2% | 1.1% | -1.8% | -3.2% | -22.5% | 192.9%[activator] | -2.4% | 9.2%
24 | CCNC(=O)c1nc[nH]c1C(=O)NCC | -3.2 | 2.8% | -22.0% | -2.5% | -7.0% | -9.2% | 14.2% | -2.3% | -1.7%
25 | Cc1nn(-c2ccccc2)c(Oc2ccc(F)cc2)c1/C=N/n1cnnc1 | 2.9 | 1.2% | 5.3% | -1.9% | -17.4% | -11.0% | 2.9% | 0.4% | 2.1%
26 | CCN(CC)C(=O)C1c2ccccc2Oc2ccccc21 | -23.9 | 5.1% | 11.6% | 1.7% | 45.5%[activator] | -12.0% | 21.3% | -3.7% | 28.9%
27 | COc1ccccc1CNC(=O)CCCC(=O)n1nc(C)c2ccccc21 | 1.9 | -2.0% | 26.8% | -4.8% | 5.5% | -4.6% | 6.7% | -2.4% | 3.2%
28 | O=C(NCCOc1ccc(Cl)cc1)C1CCCCC1 | -3.2 | 0.6% | 1.9% | -19.5% | -16.8% | -12.6% | -9.4% | 2.8% | -3.0%
29 | N#CCC(=O)Nc1ccc(C(=O)OCC(=O)N(C2CCCCC2)C2CCCCC2)cc1 | -32.1 | -3.9% | -36.4% | -11.9% | -20.9% | -17.8% | -5.0% | -12.0% | 37.7%
30 | CCOn1c(=O)c[n+]([O-])c2ccccc21 | 13.2 | -1.6% | 20.7% | -3.9% | -3.2% | -7.5% | 5.5% | -2.9% | -1.9%
31 | O=C1NC(=O)/C(=C/c2ccc(-c3cc(C(=O)O)ccc3Cl)o2)S1 | 6.1 | ? | 31.6µM* | 56.2µM* | -7.8% | 20µM* | 39.8µM* | 34.6%[activator] | -20.1%
32 | CCOC(=O)c1cnc(N2CCN(C(=O)OCC)CC2)[nH]c1=O | 11.3 | -3.2% | 4.1% | -4.6% | 0.0% | -8.9% | 96.9%[activator] | -4.9% | -11.7%
33 | O=C(NCCCN1CCCC1)c1ccc2c(c1)N(Cc1ccc(F)cc1)C(=O)c1ccccc1S2=O (stereo not given) | -10.6 | -7.2% | 11.4% | 11.1% | 0.3% | -2.8% | -8.0% | -0.6% | 24.1%
34 | CCOC(=O)C(C(=O)NCCCN1CCOCC1)C1CCCCC1 (stereo not given) | 4.7 | -4.8% | 10.8% | -3.0% | 3.1% | 0.0% | -5.5% | 4.0% | 0.3%
35 | O=c1[nH][nH]c(C(F)(F)F)c1C=NCc1ccc(Cl)cc1 | 6.0 | 3.1% | 2.9% | -2.2% | -13.9% | -8.2% | 24.1% | -1.8% | -4.3%
36 | Cc1cc(C)n(-c2ccc(C(=O)Oc3ccc4c(c3)OCO4)cc2)n1 | -19.4 | -8.4% | -29.8% | 5.0% | -15.2% | -10.4% | -15.7% | -3.7% | -6.7%
37 | C=CCNC(=O)C12CC3(C)CC(C)(CC(C)(C3)C1)C2 | -12.5 | -9.9% | 1.7% | -5.0% | -10.9% | -15.5% | 24.0% | -1.9% | -1.2%
38 | Cc1ccc(OC(C)C(=O)NCC2(N3CCOCC3)CCCCC2)cc1C (stereo not given) | -39.0 | -3.8% | ? | -13.0% | -5.3% | -22.6% | 4.8% | 1.6% | .
39 | Oc1ccc(Cl)cc1C1=NNC(c2ccc(Cl)cc2)C1 (stereo not given) | -6.2 | 1.3% | -14.1% | -9.4% | 4.2% | -15.7% | 9.0% | -9.9% | 4.7%
40 | Cc1ccc(S(=O)(=O)NC(=NC2CCCCC2)c2ccccc2)cc1 | ? | 2.8% | 48.2% | -7.7% | -0.9% | -1.2% | 5.4% | -1.3% | -14.8%
41 | Cc1ccc(S(=O)(=O)N2[C@@H](c3ccc(Cl)c(Cl)c3)C(C(=O)O)=C[C@H]2CC2CCCC2)cc1 | . | -11.1% | . | -27.7% | . | ? | ? | . | -7.3%
42 | CN(C1CCCCC1)S(=O)(=O)c1cccc(C(=O)OCC(=O)NC2CCCc3ccccc32)c1 (stereo not given) | 5.7 | -2.1% | 8.6% | -24.7% | 0.5% | -17.9% | 22.7% | -4.2% | -10.3%
43 | COc1cc2c(=O)n(CCCN3CCOCC3)c(=S)[nH]c2c(OC)c1OC | 2.2 | -9.8% | 28.1% | -8.0% | -14.8% | -13.3% | ? | -1.2% | 13.9%
44 | COc1cc2c(cc1OC)C(C(=O)Nc1ccc3c(c1)OCCO3)C(c1cccnc1)N(C)C2=O (stereo not given) | -26.8 | -7.1% | 20.0% | -18.6% | -7.6% | 5.9% | 57.8%[activator] | -0.2% | -4.0%

Ordered by length of the SMILES (highest first): part of the list above.
entry | SMILES | RXFP1 antag | PGK inhibitor | POLB inh | POLK inh | Apoferritin bind | Pol eta inh | POLI inh | BLM inh | APE1 inh
25 | Cc1nn(-c2ccccc2)c(Oc2ccc(F)cc2)c1/C=N/n1cnnc1 | 2.9 | 1.2% | 5.3% | -1.9% | -17.4% | -11.0% | 2.9% | 0.4% | 2.1%
37 | C=CCNC(=O)C12CC3(C)CC(C)(CC(C)(C3)C1)C2 | -12.5 | -9.9% | 1.7% | -5.0% | -10.9% | -15.5% | 24.0% | -1.9% | -1.2%
34 | CCOC(=O)C(C(=O)NCCCN1CCOCC1)C1CCCCC1 (stereo not given) | 4.7 | -4.8% | 10.8% | -3.0% | 3.1% | 0.0% | -5.5% | 4.0% | 0.3%
